OX1R antag-1: antagonists of human orexin 1 receptor (OX1R). O43613. OX1R-expressing cells, FRET antagonist read-out. inhibition, % at 6.6 µM. 1.8% of 330,000 active. AID 485270; in the data active means inhibition mostly above about 38%, no sharp cut-off; inactive means mostly below about 40%;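 further: 0% = agonist challenge alone and 100% = reference antagonist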
Target sequence (O43613 whole entry, looked up): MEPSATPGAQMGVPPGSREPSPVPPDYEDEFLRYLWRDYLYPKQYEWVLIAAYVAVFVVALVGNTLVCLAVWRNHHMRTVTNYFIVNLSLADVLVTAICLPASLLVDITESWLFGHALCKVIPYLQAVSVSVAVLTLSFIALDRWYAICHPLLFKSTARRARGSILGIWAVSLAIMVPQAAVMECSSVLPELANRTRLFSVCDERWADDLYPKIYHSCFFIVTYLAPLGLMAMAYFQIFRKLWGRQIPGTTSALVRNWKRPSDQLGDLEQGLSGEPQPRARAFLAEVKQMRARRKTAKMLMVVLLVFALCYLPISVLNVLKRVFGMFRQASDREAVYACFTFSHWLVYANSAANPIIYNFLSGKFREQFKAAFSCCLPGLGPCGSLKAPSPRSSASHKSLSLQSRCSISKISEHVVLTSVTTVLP
OX1R antag-2: human HCRTR1 antagonism; AID 434989; inhibition, % at 5 µM; CHO/OX1R cells, Fluo-8 calcium fluorescence, orexin A; O43613; 0.43% of 330,000 active;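 active means inhibition above its plate's threshold, mean inhibition of all tested compounds on the plate plus 3 SD, cut at about 37% in these data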;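 further: 0% = orexin A challenge wells and 100% = SB-334867-A antagonist wells; not every result past the cut was called active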
Numbers without * were called inactive.

SMILES	OX1R antag-1	OX1R antag-2
CCN(CC)/C(=N\S(=O)(=O)c1ccccc1C)c1ccccc1	18	-9
CCO[C@H]1OC(C(=O)NC2CC2)=C[C@@H](c2c[nH]c3ccccc23)[C@@H]1CCCO	2	6
Cn1cc(S(=O)(=O)CC(=O)Nc2ccc3c(c2)OCCO3)c2ccccc21	10	-6
CN(C)S(=O)(=O)c1cccc(COC(=O)c2cccnc2Cl)c1	38	17
CC(NC(=O)c1cc(F)c(F)cc1Cl)c1ccncc1 (centres undefined)	17	1
CCCCC(=O)NCCNc1nc2c(c(=O)n(C)c(=O)n2C)n1Cc1ccccc1	21	-25
Cc1cc(-c2n[nH]c(=S)n2/N=C/c2ccc(C)s2)n[nH]1	17	3
CCOc1ccc(N(CC(=O)NCCSCc2ccccc2)S(=O)(=O)c2ccccc2)cc1	11	-12
Cc1ccc(S(=O)(=O)N(C)C)cc1NC(=O)Nc1c(-c2ccccc2)noc1C	9	-24
CN(C)NC(=O)c1ccsc1NC(=O)c1ccc(S(=O)(=O)N2CCCC2)cc1	8	0
COc1ccc(C2CC(c3ccc4ccccc4c3OC(C)=O)=NN2C(=O)/C=C/c2ccccc2)cc1 (centres undefined)	9	-29
COc1ccc(OC)c(/C=C2\SC(=S)N(N3CCOCC3)C2=O)c1	10	-23
CCN(CC)CCNC(=O)c1cc2c(=O)n(CC)c3ccccc3c2s1	6	-21
CCN(CC(=O)Nc1ccc([N+](=O)[O-])cc1OC)c1ccccc1	6	6
CCS(=O)(=O)N1Cc2ccccc2CC1C(=O)Nc1cccc(C)c1 (centres undefined)	10	-28
CCN(CC)S(=O)(=O)c1ccc2[nH]cc(C(=O)NCCC3=CCCCC3)c(=O)c2c1	21	18
O=C(OCc1ccc(Cl)cc1)c1ccccc1C(=O)c1ccccc1	10	-26
Cc1ccc(N2CC(C(=O)Nc3ccccc3C(=O)N3CCOCC3)CC2=O)cc1 (centres undefined)	7	-6
Cc1ccccc1NC(=O)COC(=O)Cc1ccsc1	10	-13
CCCc1nnc(NC(=O)c2nc(S(=O)(=O)Cc3cccc(C)c3)ncc2Cl)s1	10	-7
CCOC(=O)C1CCN(C(=O)CCc2nnc3ccc(NCCCN4CCCC4=O)nn23)CC1	13	-5
CCCc1nc2c(sc3nc4c(cc32)COC(C)(C)C4)c(=O)n1Cc1ccco1	-3	-26
C/C(=N\NC(N)=S)c1ccccc1	12	-7
Cc1cccc(C(=O)Nc2c(C#N)c(C)c(C)n2Cc2ccccc2)c1	37	-13
COc1ccc2c(c1)[C@@H]1[C@H](CO2)[C@H](c2ccccc2)[C@]2(C)C(=O)Nc3ccc(C)cc3C(=O)N12	19	-36
C[C@H]1C=C(C(=O)NC2CC2)O[C@@H](OCc2ccc(CO)cc2)C1	15	-6
O=C(COc1cccnc1[N+](=O)[O-])Nc1ccc(S(=O)(=O)N2CCOCC2)cc1	34	8
Clc1ncnc2scc(-c3ccccc3)c12	9	-6
CN=C1SC(CC(=O)Nc2cc(Cl)ccc2Cl)C(=O)N1C (centres undefined)	10	3
Cc1ccc2c(c1)C(=O)C(=O)N2CC1COc2ccccc2O1 (centres undefined)	-10	-7
O=C(CSc1nnnn1-c1ccccc1)NCCCN1CCCC1=O	6	-6
O=C(O)c1cccc(N2C(=O)Nc3ccccc3N2O)c1	14	-1
O=C(COc1ccc2ccccc2c1)Nc1ccc(Cc2ccncc2)cc1	35	59*
CCOc1ccc(N(CC)S(=O)(=O)c2ccc3c(c2)oc(=O)n3C)cc1	19	-20
O=C(NC(NC(=O)c1c(F)cccc1F)c1ccc([N+](=O)[O-])cc1)c1c(F)cccc1F	-3	-5
CCCOc1ccc(N2CC(C(=O)Nc3ccc(N4CCOCC4)cc3)CC2=O)cc1 (centres undefined)	23	-11
CN(C)CCN(Cc1ccccc1)C(=O)C1CCN(c2ncnc3c2nc2n3CCCCC2)CC1	15	-20
COc1ccccc1NS(=O)(=O)c1ccc(C(=O)Nc2ncccc2O)cc1	1	-30
CCOc1ccc(NC(=O)c2cccc3c2C(=O)N(CC2CCCO2)C3)cc1 (centres undefined)	10	-37
CC12CCC(C(=O)N3CCOCC3)([C@H](Br)C1=O)C2(C)C (some centres undefined)	0	-4
Cc1nc(N2CCN(c3ccccn3)CC2)c2c(C)c(C(=O)Nc3ccc(F)cc3F)sc2n1	3	-15
O=C(CCS(=O)(=O)c1ccc(Br)cc1)NCCC1=CCCCC1	10	-21
CC1=C(C(=O)OC(C)C)C(c2cccc(F)c2)N2C(=O)C(C)SC2=N1 (centres undefined)	12	-26
COc1ccc(CN(C)CC(=O)Nc2ccc(N3CCOCC3)cc2)cc1OC	1	-9
COC(=O)N/N=C/c1cc(C)n(-c2ccc(F)cc2)c1C	13	-2
CCN=c1scc(-c2ccc3c(c2)NC(=O)CO3)n1N=C1CCCC1	45	27
O=C(CN(C(=O)c1csnn1)c1ccccc1F)NCc1ccccc1	19	-15
O=C(Cc1nnc(NC(=O)c2ccccc2)s1)N/N=C/c1ccco1	18	-6
CCC(CO)Nc1ncnc2c1cnn2-c1ccc(OC)cc1 (centres undefined)	3	-8
Cc1cc(NC(=O)c2c(-c3ccccc3Cl)noc2C)no1	3	-15
COc1ccc(Oc2ccc(S(=O)(=O)N3CCCCC3)cc2S(=O)(=O)N2CCCCC2)cc1	8	-15
NC(=O)CSc1nccn1Cc1ccc2c(c1)OCO2	14	-4
O=C(NCc1n[nH]c(=O)c2ccccc12)C1CC(=O)N(c2ccc(Cl)cc2)C1 (centres undefined)	13	14
Cc1nc(N2CCC(C)CC2)c2c(C)c(C(=O)Nc3cc(F)ccc3C)sc2n1	11	-48
O=C(COC(=O)c1ccc(NS(=O)(=O)c2cccs2)cc1O)Nc1ccc(F)cc1	10	7
O=C(OCc1nnc(-c2ccccc2)o1)c1ccc2c(c1)OCCO2	14	-25
COc1ccccc1NC(=O)c1ccc(-c2nn(C)c(=O)c3ccccc23)cc1	58	-21
CCOCC(=O)Nc1cc([N+](=O)[O-])ccc1C	12	-6
CCN1CCN(CCC(=O)Nc2ccc(Br)cc2)CC1	20	-8
COc1ccc2[nH]c3c(=O)n(Cc4ccco4)cnc3c2c1	26	-20

Sorted by the number under OX1R antag-1 (largest number first): some entries from above
SMILES	OX1R antag-1	OX1R antag-2
O=C(OCc1nnc(-c2ccccc2)o1)c1ccc2c(c1)OCCO2	14	-25
CCOC(=O)C1CCN(C(=O)CCc2nnc3ccc(NCCCN4CCCC4=O)nn23)CC1	13	-5
CCOCC(=O)Nc1cc([N+](=O)[O-])ccc1C	12	-6

Next section:
SMILES	OX1R antag-1	OX1R antag-2
COc1ccc(/C(O)=C2/C(=O)C(=O)N(CCN3CCOCC3)C2c2ccccn2)cc1 (centres undefined)	68*	-6
C=CCN(c1ccccc1)S(=O)(=O)c1cccc(C(=O)NNC(=O)c2ccccc2O)c1	24	-12
CN(C)/C=C(/C(=O)c1ccc(Cl)cc1)S(=O)(=O)c1ccccc1	23	-18
C[C@H](NC(=O)[C@@H]1CSC2c3ccccc3C(=O)N21)C(=O)NC1CCCC1 (some centres undefined)	6	-3
O=C(NCC1CCCO1)c1nn2c(C(F)(F)F)cc(-c3cccs3)nc2c1Cl (centres undefined)	24	-4
C=C1CCN([C@H](C(=O)OCc2cccc(C)c2)C(C)C)S(=O)(=O)c2ccccc21	40	3
Cc1ccccc1C(=O)Nc1cccc(NC(=O)c2ccccc2[N+](=O)[O-])c1	15	-18
CCOC(=O)C1=C(C)NC(=S)N(C(C)=O)C1c1ccccc1 (centres undefined)	19	-23
COc1cccc(OC)c1C(=O)NN1CCCCC1	-4	-7
C[C@H](NC(=O)c1ccc(C(C)(C)C)cc1)C(=O)N1CCC2(CC1)NCCc1[nH]cnc12	4	6
COc1cc(OC)cc(-c2c(C#Cc3ccsc3)c3cc(-c4cc(OC)c(OC)c(OC)c4)ccc3n2C)c1	5	-16
COc1ccc(N2CCN(c3oc(-c4ccco4)nc3C#N)CC2)cc1	12	-5
CCN(C(=O)CN1CCCCC1)C1(C)C(=O)c2ccccc2C1=O	12	-12
COC(=O)CC1C(=O)NCCN1C(=O)CSc1nc2ccc([N+](=O)[O-])cc2s1 (centres undefined)	71*	-11
COc1cccc(N2CCN(C3CC(=O)N(c4ccc(Cl)cc4)C3=O)CC2)c1 (centres undefined)	2	-22
COC(=O)[C@H](CC(C)C)NC(=O)Nc1cccc(Br)c1	3	11
Cc1ccn2c(C(=O)CSc3ccccc3Cl)c(C)nc2c1	17	-15
COc1ccc(N2C(=O)CCC(C(=O)N3CCCCC3)C2c2ccc(OC)c(OC)c2)cc1 (centres undefined)	17	-15
O=C(N=Nc1c(O)[nH]c2ccc([N+](=O)[O-])cc12)c1ccccc1[N+](=O)[O-]	45	-21
C/C(=N\OCc1ccc(C#N)cc1)c1ccccc1	10	-12
FC(F)(F)c1cccc(Oc2ccc3c(C(F)(F)F)cc(C(F)(F)F)nc3n2)c1	7	-14
CCN(CC)C(=O)C1CCCN(C(=S)Nc2cccc3ccccc23)C1 (centres undefined)	12	-32
Cc1ccc(S(=O)(=O)N(Cc2cc3cc4c(cc3[nH]c2=O)OCCO4)CC2CCCO2)cc1 (centres undefined)	25	-21
CC(=O)N1CCc2cc(S(=O)(=O)NCCC(=O)NCCc3ccc(Cl)cc3)ccc21	15	-15
COc1ccc(NC(=O)C(c2ccc(Cl)cc2)C(C)C)cn1 (centres undefined)	12	-17
COc1cccc(C2c3c(-c4cc(Cl)c(C)cc4O)n[nH]c3C(=O)N2Cc2cccnc2)c1 (centres undefined)	7	-25
CCc1cccc(C)c1NC(=O)C1CN(S(=O)(=O)c2ccccc2)CCN1S(=O)(=O)c1ccccc1 (centres undefined)	13	-26
Cc1c(C(=O)O)cccc1-n1c(C)cc(/C=C(/C#N)C(=O)NCc2ccccc2)c1C	15	-19
COC(=O)CSc1nc(N)c(C#N)c(CC(C)C)c1C#N	17	-36
COc1cc2c(cc1NC(=O)c1cccc(Br)c1)CCCC2	45	-30
CN(/N=C/c1ccccc1Cl)c1ncc(Cl)cc1C(F)(F)F	3	-5
O=C(Cc1ccc(Cl)cc1)Nc1ccccc1C(=O)N1CCCCC1	15	-25
O=C(Nc1ccc(Br)cc1)C1OCCc2ccccc21 (centres undefined)	15	-15
CCCNC(=O)c1c[nH]c2ccc(S(=O)(=O)N(C)c3ccc(OCC)cc3)cc2c1=O	31	-16
Cc1oc(-c2ccc(F)cc2)nc1CN(Cc1ccccn1)CC1CCCO1 (centres undefined)	24	-22
Cc1cc(NCCCCO)n2c(nc3ccccc32)c1C#N	15	4
CCOc1ccc2c(c1)-c1c(ssc1=S)C(C)(C)N2	26	-20
Cc1ccccc1NC(=S)N(CCCN1CCC(C)CC1)Cc1ccco1	20	-13
O=C(C1CCCN(S(=O)(=O)c2ccccc2[N+](=O)[O-])C1)N1CCN(c2ccccc2)CC1 (centres undefined)	21	-13
C#Cc1ccc([C@@H]2C=C(C(=O)Nc3ccccc3)O[C@H](OCC)[C@H]2CCCO)cc1	32	-20
O=C(CCC(=O)N1CCOc2ccccc21)N1CCOCC1	10	0
N#CC1=C(N)Oc2cc(N)ccc2C1C1CCCCC1 (centres undefined)	11	3
C/C=C/c1cc(CN2CCN(c3ccc(OC)cc3)CC2)c(O)c(OC)c1	5	-57
CN1CCN(c2nc(-c3ccncc3)nc3ccccc23)CC1	23	-12
Nc1ccc(SCc2nc3cccc4c3n2CCC4)cc1	7	-20
CCOC(=O)c1c(NC(=O)Cn2nc(C(=O)O)c3ccccc3c2=O)sc(CC)c1C	20	-25
Nc1nc2c(nc(N3CCCCC3)n2[C@@H]2O[C@H](CO)[C@@H](O)[C@H]2O)c(=O)[nH]1	14	2
CCn1nc(NC(=O)Cc2ccc(OC)cc2)c2cc3cccc(C)c3nc21	7	-20
O=C(NC(=S)Nc1ccc2[nH]c(=O)[nH]c2c1)c1ccccc1[N+](=O)[O-]	12	-8

In the list so far, these have an NH in an aromatic ring:
SMILES	OX1R antag-1	OX1R antag-2
CCO[C@H]1OC(C(=O)NC2CC2)=C[C@@H](c2c[nH]c3ccccc23)[C@@H]1CCCO	2	6
Cc1cc(-c2n[nH]c(=S)n2/N=C/c2ccc(C)s2)n[nH]1	17	3
CCN(CC)S(=O)(=O)c1ccc2[nH]cc(C(=O)NCCC3=CCCCC3)c(=O)c2c1	21	18
O=C(NCc1n[nH]c(=O)c2ccccc12)C1CC(=O)N(c2ccc(Cl)cc2)C1 (centres undefined)	13	14
COc1ccc2[nH]c3c(=O)n(Cc4ccco4)cnc3c2c1	26	-20
C[C@H](NC(=O)c1ccc(C(C)(C)C)cc1)C(=O)N1CCC2(CC1)NCCc1[nH]cnc12	4	6
O=C(N=Nc1c(O)[nH]c2ccc([N+](=O)[O-])cc12)c1ccccc1[N+](=O)[O-]	45	-21
Cc1ccc(S(=O)(=O)N(Cc2cc3cc4c(cc3[nH]c2=O)OCCO4)CC2CCCO2)cc1 (centres undefined)	25	-21
COc1cccc(C2c3c(-c4cc(Cl)c(C)cc4O)n[nH]c3C(=O)N2Cc2cccnc2)c1 (centres undefined)	7	-25
CCCNC(=O)c1c[nH]c2ccc(S(=O)(=O)N(C)c3ccc(OCC)cc3)cc2c1=O	31	-16
Nc1nc2c(nc(N3CCCCC3)n2[C@@H]2O[C@H](CO)[C@@H](O)[C@H]2O)c(=O)[nH]1	14	2
O=C(NC(=S)Nc1ccc2[nH]c(=O)[nH]c2c1)c1ccccc1[N+](=O)[O-]	12	-8

Screening data from PubChem.

Compounds as they come (roughly 2.1% active in at least one column).
